RSV CPE inhibition: RSV antiviral activity via CPE protection, HEp-2 cells, primary 10 µM value included (AID 2391); HEp-2 cells, RSV-induced CPE inhibition; higher % means a stronger effect; CPE inhibition, % at 10 µM; hits with a dose series show IC50 in µM; 310,000 tested, 0.13% active; in the data active = a potency from the dose series; inconclusive = CPE inhibition mostly from about 23% at the one dose, without a potency; inactive = the rest, 99 in 100 with CPE inhibition below about 21%; note: strong numbers were not always called active
Rac1 GTP hydrolysis: MgcRacGAP GTPase-activating activity inhibitors, confirmation, biochemical, ADP Hunter fluorescence; MgcRacGAP-stimulated Rac1 GTP hydrolysis, ADP Hunter fluorescence; higher % means a stronger effect; GST-tagged Rac1 F28L mutant substrate; inhibition, % at 30 µM; hits with a dose series show IC50 in µM; 340,000 tested, 0.6% active; AID 624330, 2012;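 active = first-screen hits whose inhibition reached a set limit at any dose in the follow-up dose series; inconclusive = inhibition above the set first-screen limit but never retested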;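 note: fluorescence reports GDP produced by GAP-driven GTP hydrolysis; strong numbers were not always called active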
GPR55 LPI antagonism: GPR55 antagonists blocking LPI-driven arrestin recruitment, primary screen, imaging, U2OS, beta-arrestin-GFP, LPI agonist (AID 2013); inhibition, % at 10 µM; hits with a dose series show IC50 in µM; 290,000 tested, 0.13% active; G-protein coupled receptor 55 (Homo sapiens); U2OS GPR55 beta-arrestin-GFP translocation imaging, LPI antagonism; higher % means a stronger effect;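 active = spots per cell inhibited over 60%, with over 100 cells counted and total cytoplasm intensity under 500,000; inconclusive = wells with under 100 cells, flagged as likely toxic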;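 note: U2OS cells stably carrying GPR55 and arrestin-GFP stimulated by 5 µM LPI near EC80; imaged beta-arrestin-GFP aggregate spots per cell after agonist stimulation; plate controls were LPI-stimulated DMSO wells for no effect and DMSO wells without LPI for full effect; some results filed as inactive read as strong as hits; confirmed hits need IC50 under 10 µM and bright autofluorescent wells are also inconclusive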
PhoP inhibition: inhibitors of PhoP regulon expression, primary screen, Salmonella Typhimurium, GFP reporter (AID 1863). S. Typhimurium PhoP-regulated promoter GFP reporter, 4 h; higher % means a stronger effect. inhibition, % at 50 µM, or IC50 in µM where a hit was titrated. 300,000 tested, 0.16% active;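 active = inhibition over 29.93%, a cutoff 3 SD above the screen mean, later confirmed by dose response; inconclusive = inhibition over 29.93% but no dose response follow-up; inactive = inhibition at most 29.93% or unconfirmed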;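 note: 0% = low Mg2+ inducing control and 100% = high Mg2+ repressing control; strong numbers were not always called active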
UTI89 phage lysis: inhibition of K1F phage lysis, E. coli UTI89, bacterial capsule biogenesis inhibitors, alamar blue (AID 488966) | 340,000 tested, 0.02% active | E. coli UTI89 K1F phage lysis, alamar blue, 2 h; higher % means a stronger effect | inhibition, % at 100 µM; hits with a dose series show IC50 in µM;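 active = phage lysis inhibition, versus mean bacterial control, above a set limit; inconclusive = no clear call, values can overlap the other calls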;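 note: capsule biogenesis inhibitors block K1F phage lysis so surviving cells raise fluorescence; higher fluorescence means more inhibition of phage lysis; actives were called in the ten point dose series up to 300 µM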
Dengue-2 NS5 capping: Dengue-2 NS5 methyltransferase inhibitors, primary screen, biochemical, confirmation dose response (AID 588689); Genome polyprotein (Dengue virus type 2 (strain 16681-PDK53)); Dengue-2 NS5 methyltransferase capping enzyme assay, biochemical; higher % means a stronger effect; inhibition, % at 25 µM; hits with a dose series show IC50 in µM; 340,000 tested, 0.3% active; in the data active = a potency from the dose series; inconclusive = inhibition above about 29% without an active follow-up result
GPR35 antagonists: GPR35 antagonists blocking zaprinast-driven arrestin recruitment, primary screen, imaging, U2OS, beta-arrestin-GFP, zaprinast agonist (AID 2058) | 290,000 tested, 0.052% active | U2OS GPR35 beta-arrestin-GFP translocation imaging, zaprinast antagonism; higher % means a stronger effect | inhibition, % at 10 µM, or IC50 in µM where a hit was titrated;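 active = inhibition of at least 50% with at least 30 cells and total cytoplasm GFP at most 10,000,000; inconclusive = under 30 cells or total GFP of 10,000,000 plus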
HIV fusion peptide: inhibitors of HIV fusion peptide binding, primary screen, biochemical, uHTS, fluorescence dequenching (AID 1986) | cell-free peptide binding, fluorescence dequenching, 30 min; higher % means a stronger effect | inhibition, % at 20 µM; hits with a dose series show IC50 in µM | 290,000 tested, 0.3% active; in the data active = inhibition mostly above about 52%, no sharp cut-off; inactive = mostly below about 76%; note: some results filed as inactive read as strong as hits
SV40 large T antigen: SV40 large T antigen inhibitors, biochemical (AID 1903); SV40 large T antigen ATPase/helicase inhibition assay; higher % means a stronger effect; 310,000 tested, 0.39% active; inhibition, % at 20 µM, or IC50 in µM where a hit was titrated; in the data active = a potency from the dose series; inconclusive = inhibition mostly from about 32% at the one dose, without a potency; inactive = the rest, 99 in 100 with inhibition below about 32%; note: strong numbers were not always called active
* = called active by the depositor; u = inconclusive; x = no result given; [ ] = another dose, or the depositor's remark. Hits appear at their usual frequency; any-hit rate near 1.5%.

mol	SV40 large T antigen	UTI89 phage lysis	HIV fusion peptide	Rac1 GTP hydrolysis	RSV CPE inhibition	PhoP inhibition	Dengue-2 NS5 capping	GPR55 LPI antagonism	GPR35 antagonists
CC(C)NCC(O)(c1ccc(Cl)cc1)c1ccc(Cl)cc1	2%	-1.6%	0.3%	3%	-1.0%	2%	-4%	25%	4%
O=C(CCC(=O)n1ncc2ccccc21)N1CCCCC1	19%	7.6%	0.2%	6%	0.5%	x	-1%	2%	5%
CCOc1cc(C(C(=O)NCC2CCCO2)N(C(=O)Cn2nnc3ccccc32)c2ccccc2OC)ccc1O (centres undefined)	3%	1.4%	-1.5%	3%	3.7%	4%	0%	-4%	2%
O=C(Cn1c(=O)oc2cc(S(=O)(=O)N3CCCC3)ccc21)NCc1ccc(F)cc1	-3%	-0.6%	7.0%	6%	4.3%	8%	-4%	-10%	1%
O=C(CC1C(=O)NCCN1Cc1c(F)cccc1Cl)NCCCn1cccn1 (centres undefined)	17%	0.5%	-1.5%	12%	0.4%	-3%	-1%	-2%	-16%
CCOC(=O)c1c(NC(=O)CN(C)C)sc(C(=O)N(CC)CC)c1C	-2%	0.4%	0.7%	18%	3.8%	-10%	-5%	11%	4%
Cc1nc(SCC(=O)c2c(N)n(C3CC3)c(=O)[nH]c2=O)[nH]c(=O)c1CCO	x	0.5%[50 µM]	x	10%	0.2%	x	7%	x	x
O=C(NC1CC1)c1ccc(NS(=O)(=O)c2ccc(F)cc2)cc1	3%	1.4%[50 µM]	x	-1%	-1.2%	-8%	2%	x	x
Cc1ccc(N=Cc2c(O)cc(C)oc2=O)c(C)c1	3%	-2.9%	6.2%	8%	-0.1%	3%	-3%	7%	9%
CC(=O)c1ccc(OCCCC(=O)Nc2cccc(-c3nn[nH]n3)c2)cc1	18%	0.3%	3.5%	2%	0.1%	-4%	-2%	0%	-12%
O=C(NNS(=O)(=O)c1ccccc1)c1cccs1	5%	0.2%	-1.6%	9%	0.1%	-5%	-3%	-6%	7%
CCn1c(=S)sc2c(=O)n(CC(=O)Nc3cc(OC)ccc3OC)c(C)nc21	11%	0.5%	0.7%	-9%	3.4%	-7%	-7%	8%	-3%
Nc1n[nH]c(C2CC2)c1N=Nc1ccc(Cl)cc1	15%	x	1.1%	x	x	1%	x	6%	-2%
COCCn1c(SCC(=O)NCC2CCCO2)nc2c(c1=O)SC(C)C2 (centres undefined)	3%	2.1%	-2.9%	2%	1.3%	3%	-3%	6%	10%
COc1ccc(/C=C/C(=O)Nc2ccc(N3CCOCC3)cc2)cc1	20%	-5.6%	-1.1%	10%	1.1%	-1%	-4%	-3%	2%
CCOC(=O)CC(NC(=O)c1cc2cc(Br)ccc2oc1=O)c1cccc([N+](=O)[O-])c1 (centres undefined)	11%	1.7%[50 µM]	-0.9%	3%	0.1%	2%	-8%	0%	3%
O=C(O)CCNC(=O)c1ccc(NC(=O)C(c2ccccc2)c2ccccc2)cc1	27%	0.1%	-0.4%	6%	0.5%	-7%	-4%	17%	-6%
CN(C)c1ccc(NC(N)=S)cc1	7.3µM*	0.0%	-1.4%	u	1.2%	20%	-7%	15%	20%
CC(C)(C)c1ccc(C(=O)N2CCN(c3nc4ccccc4o3)CC2)cc1	7%	-0.7%	-1.7%	9%	0.1%	0%	-2%	9%	0%
Cc1ccc(NC2CCCN(C(=O)c3c(C)noc3C)C2)cc1C (centres undefined)	21%	-0.1%	1.1%	15%	0.6%	-1%	6%	-4%	0%
COc1ccccc1-c1nnc(SCC(=O)c2c(N)n(C3CC3)c(=O)[nH]c2=O)o1	x	0.6%[50 µM]	x	5%	2.3%	x	-6%	x	x
COc1ccccc1NC(=O)C1CCCN(S(=O)(=O)c2ccc(-n3cnnn3)cc2)C1 (centres undefined)	6%	0.4%	1.1%	2%	2.9%	-5%	2%	-13%	-6%
O=C(COC(=O)c1cccc(S(=O)(=O)N2CCOCC2)c1)Nc1ncc(C(F)(F)F)cc1Cl	3%	-0.1%	4.4%	5%	-1.3%	10%	7%	2%	12%
O=S(=O)(c1ccc(Cl)cc1)N1CCC(n2cccc2)CC1	8%	-0.2%	2.7%	-2%	x	-6%	5%	6%	4%
COC(=O)COc1ccc2c(=O)c(-c3ccccc3)coc2c1	5%	-1.9%	0.2%	-1%	0.6%	-3%	-6%	1%	5%
Cc1cc(C)n(C(=O)c2c([N+](=O)[O-])cnn2C)n1	23%	3.4%	-1.3%	-8%	0.7%	-2%	1%	4%	-2%
Cc1cc(C)n(CC(O)COc2cccc(OCC(O)Cn3nc(C)cc3C)c2)n1 (centres undefined)	5%	-0.3%	-3.7%	5%	13%	6%	-1%	-7%	-24%
CCc1ccc(NC(=O)CC2S/C(=N/N=C3CCCCCC3)NC2=O)cc1 (centres undefined)	x	-1.8%[50 µM]	2.1%	5%	x	x	-2%	-14%	10%
Cc1cccc(-n2c(C)nc3sccc3c2=O)c1	-3%	0.5%	0.1%	3%	-0.5%	-4%	-2%	-5%	2%
COc1cccc(C(=O)/C=C/c2ccc(OCC#N)c(OC)c2)c1	16%	0.5%[50 µM]	0.4%	7%	-1.5%	2%	-12%	-7%	12%
Nc1c(C(=O)CSc2nc3ccccc3o2)c(=O)[nH]c(=O)n1C1CC1	x	1.5%[50 µM]	x	0%	40%	x	-8%	x	x
NC(=O)c1ccc(=O)n(Cc2ccc(Cl)cc2Cl)c1	6%	0.2%	2.1%	9%	0.1%	2%	-4%	1%	-9%
COc1ccc(N(C)C(=O)c2ccc(NC(=O)CCS(=O)(=O)c3cccs3)cc2)cc1	27%	0.8%	-1.0%	7%	1.7%	-3%	-4%	6%	7%
O=c1cc(N2CCc3ccccc32)[nH]c(=O)n1Cc1ccc(F)cc1	4%	0.2%	-2.5%	8%	-0.4%	3%	27%	-8%	3%
O=C(C(=O)N1CCN(c2cccc(Cl)c2)CC1)c1cn(CC(=O)N2CCOCC2)c2ccccc12	17%	2.3%	-0.3%	5%	10%	-6%	-7%	2%	11%
CCN(CCO)C(=O)c1ccc2nc(Cc3cccc(Cl)c3)oc2c1	11%	-2.0%	4.3%	11%	0.1%	2%	6%	6%	4%
COc1ccc(NS(=O)(=O)c2ccc(NC(=S)NC(=O)c3ccc(F)cc3)cc2)nn1	11%	3.6%[50 µM]	3.9%	9%	1.7%	4%	2%	9%	5%
COC(=O)c1ccc(/C=N/NS(=O)(=O)c2cc(C)ccc2C)cc1	7%	1.3%[50 µM]	-0.2%	4%	0.7%	-2%	0%	5%	-4%
COc1ccccc1C(CC(=O)c1ccccc1)CC(=O)c1ccccc1	6%	-1.0%	-0.3%	3%	3.2%	4%	1%	16%	33%
COc1ccc(N2CCN(C3CCCN(Cc4ccc(F)cc4Cl)C3)CC2)cc1 (centres undefined)	19%	-1.3%	-0.4%	11%	0.3%	13%	-7%	7%	5%
Cc1ncc([N+](=O)[O-])n1CC(=O)NCc1ccccc1	3%	2.9%	-1.4%	1%	0.8%	13%	-2%	-1%	13%
CCCn1[nH]cc(SC)c(=O)c1=O	8%	-15%	-0.4%	9%	1.0%	-9%	-2%	9%	6%
CN(CC(O)COCc1ccc2c(c1)OCO2)C1CCCCC1 (centres undefined)	7%	-0.1%	-2.2%	4%	0.5%	-3%	-12%	8%	0%
Cc1c(Cl)cccc1NC(=O)C(=O)NNS(=O)(=O)c1ccc(F)cc1	8%	0.3%	12%	6%	0.3%	8%	0%	-10%	5%
CCN(Cc1ccccc1)C(=O)CCS(=O)(=O)c1ccc2c(c1)CCN2C(C)=O	6%	0.1%	1.2%	7%	0.6%	2%	-3%	13%	2%
C=CCn1c(SCC(=O)NCCO)nc2sc(C)c(C)c2c1=O	2%	-0.4%	0.0%	8%	0.1%	-1%	-1%	-10%	-11%
CC(Nc1ccc2c(c1)OCCO2)C(=O)N1c2ccccc2CC1C (centres undefined)	17%	0.3%	-0.9%	14%	2.6%	-8%	4%	6%	8%
COc1cc(Cl)cc(C(c2c(C(=O)O)[nH]c3ccccc23)c2c(C(=O)O)[nH]c3ccccc23)c1O	26%	-2.4%	4.8µM*	-2%	0.4%	3%	17µM*	10%	0%
O=C(Nc1cccc(-c2ccc(N3CCOCC3)nn2)c1)c1ccc([N+](=O)[O-])cc1	8%	0.8%[50 µM]	x	8%	2.3%	3%	-7%	x	x
Cc1csc(C)[n+]1CC(=O)c1ccccc1	13%	-0.7%	0.3%	-4%	0.5%	6%	-4%	6%	8%
COc1cc(NS(=O)(=O)c2ccc(C)cc2C)cc(OC)c1OC	8%	0.1%	-1.4%	10%	4.4%	-3%	-6%	1%	-8%
O=C(CCc1nc2ccccc2c(=O)[nH]1)NC1CCN(Cc2ccccc2)CC1	14%	0.2%	2.7%	1%	-0.7%	2%	-9%	-2%	7%
O=C(Cn1cnc2ccccc2c1=O)NCCC(=O)Nc1ccc(F)cc1	1%	0.1%	0.0%	6%	2.0%	1%	-2%	7%	8%
Cc1ccc(S(=O)(=O)NCCOc2cc(C)ccc2C)cc1	2%	0.3%[50 µM]	0.0%	3%	2.9%	-2%	-1%	5%	8%
O=C(CSc1nc(-c2ccc(F)cc2)nc2c1Cc1ccccc1O2)Nc1cccc(C(=O)O)c1	5%	-0.4%	54%	-36%	x	2%	11%	25%	-15%
